Assay outcomes from PubChem.
tim10-1 inh: inhibits growth of tim10-1 mutant yeast. S. cerevisiae tim10-1 ts strain growth, BacTiter-Glo, 24 h. inhibition, % at 20 µM. 2.2% of 330,000 active;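 active = inhibition of at least 40%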;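 also: mutant grown at 25 °C; 0% = DMSO wells with yeast and 100% = wells holding no yeast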
Jurkat NFkB inh: lowers PMA/ionomycin-induced NF-kB signal in Jurkat cells | 0.53% of 330,000 active | inhibition, % at 4 µM | PMA/ionomycin-induced NF-kB luciferase reporter, luminescence; in the data active = inhibition above about 50%
tim23-1 inh: growth inhibitors of tim23-1 mutant yeast; AID 463212; S. cerevisiae tim23-1 growth, BacTiter-Glo luminescence, 24 h; 1.3% of 330,000 active; inhibition, % at 20 µM;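 active = growth inhibition of the mutant yeast at or above 50%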;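 also: temperature-sensitive mutant grown at 25 °C; plate controls were DMSO-treated mutant yeast for no effect and medium wells lacking yeast for full effect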
CHOP UPR activ: apoptotic UPR (CHOP) activation. CHO-CHOP luciferase reporter, luminescence; percent of tunicamycin response over DMSO baseline. activation, % at 10 µM. 0.34% of 330,000 active. AID 449763;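 active = at 10 µM dose, activation of 40% or more, normalized to positive control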;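 also: 100% = tunicamycin at 10 µg/mL and 0% = DMSO alone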
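measured by = luciferase luminescence | assay system = CHO-CHOP cells, stable luciferase reporter of PERK-eIF2a-CHOP signalling | amount = 500 reporter cells seeded per well | timing = 6 h compound exposure at 37 °C after overnight seeding | controls = positive tunicamycin 10 µg/mL, negative DMSO alone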
Mdm2 MdmX PPI: inhibitors of human Mdm2/MdmX interaction | SaOS-2 split-luciferase Mdm2/MdmX complementation, luminescence | inhibition, % at 8 µM | 3% of 330,000 active | AID 485346;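 active = inhibition of at least 50% at 8 µM in the primary screen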
Target sequence (O15151 whole entry, looked up): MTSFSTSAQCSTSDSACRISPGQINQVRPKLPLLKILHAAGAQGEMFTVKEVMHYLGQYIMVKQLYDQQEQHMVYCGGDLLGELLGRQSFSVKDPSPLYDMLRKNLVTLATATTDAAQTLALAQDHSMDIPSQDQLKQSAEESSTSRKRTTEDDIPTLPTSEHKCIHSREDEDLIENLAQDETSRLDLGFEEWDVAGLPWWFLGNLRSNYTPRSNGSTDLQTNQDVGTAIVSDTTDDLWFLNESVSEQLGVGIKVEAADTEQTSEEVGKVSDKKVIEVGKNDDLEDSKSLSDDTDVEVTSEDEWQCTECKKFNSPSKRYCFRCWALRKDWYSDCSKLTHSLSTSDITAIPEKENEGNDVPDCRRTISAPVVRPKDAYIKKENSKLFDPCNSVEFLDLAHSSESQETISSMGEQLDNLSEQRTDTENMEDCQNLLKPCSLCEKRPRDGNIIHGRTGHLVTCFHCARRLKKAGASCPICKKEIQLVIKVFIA
Target sequence (Q00987 whole entry, looked up): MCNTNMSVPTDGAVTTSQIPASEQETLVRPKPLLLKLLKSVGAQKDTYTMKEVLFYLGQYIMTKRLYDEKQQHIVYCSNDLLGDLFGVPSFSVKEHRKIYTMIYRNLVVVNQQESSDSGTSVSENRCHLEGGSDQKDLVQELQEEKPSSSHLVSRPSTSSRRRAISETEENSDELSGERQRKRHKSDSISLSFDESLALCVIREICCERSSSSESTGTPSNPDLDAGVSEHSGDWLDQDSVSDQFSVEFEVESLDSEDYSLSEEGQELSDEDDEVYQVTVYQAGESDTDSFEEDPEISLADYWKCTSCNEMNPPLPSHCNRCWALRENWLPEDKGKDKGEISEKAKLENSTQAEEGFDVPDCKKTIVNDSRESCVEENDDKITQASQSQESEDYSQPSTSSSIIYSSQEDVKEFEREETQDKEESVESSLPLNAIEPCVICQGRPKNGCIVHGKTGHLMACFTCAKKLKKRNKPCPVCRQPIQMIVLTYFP
697 NFkB inh: lowers PMA/ionomycin-induced NF-kB signal in 697 B cells; 697 B-cell NF-kB luciferase reporter, 16 h; inhibition, % at 4 µM; 0.33% of 330,000 active; AID 435022; in the data active = inhibition above about 35%
TIM10 inh: inhibits growth of TIM10 yeast strain | 1.4% of 330,000 active | S. cerevisiae TIM10 strain growth, BacTiter-Glo luminescence, 24 h | inhibition, % at 10 µM;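 active = inhibition of 40% or more at the single tested concentration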;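 also: wild-type TIM10 isogenic control strain grown at permissive 25 °C; 0% = DMSO yeast wells and 100% = minimal medium wells without yeast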
UPR XBP1 act: activators of adaptive arm of unfolded protein response (XBP1) | CHO-XBP1 luciferase reporter, IRE1-XBP1 UPR activation, luminescence; percent of tunicamycin response, DMSO as zero | activation, % at 20 µM | 0.33% of 330,000 active;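 active = versus positive control, 20 µM dose yields 30% or more activation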;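 also: 100% = tunicamycin at 10 µg/mL and 0% = DMSO only wells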
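Signal: luciferase luminescence; Assay system: CHO-XBP1 luciferase reporter cells; Amount: one thousand reporter cells per well; Dosing: 20 µM single concentration, DMSO 1%; Benchmarks: high control tunicamycin 10 µg/mL final, low control DMSO vehicle only; Schedule: 6 h compound exposure at 37 °C, 5% CO2; Evaluation: percent activation relative to tunicamycin reference.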
Active calls of the source: *.

SMILES	tim10-1 inh	Jurkat NFkB inh	tim23-1 inh	CHOP UPR activ	Mdm2 MdmX PPI	697 NFkB inh	TIM10 inh	UPR XBP1 act
COc1cccc(Nc2nc(NCC3CCCO3)c3ccccc3n2)c1 (centres undefined)	-26	29	-25	3.6	43	-88	7	12
O=C(N/N=C/c1coc2ccccc2c1=O)c1cc(Br)ccc1O	6	-4	34	3.0	47	-8	0	-2
CCCC[C@@H]1CNC(=O)C(=O)N1CCc1cccc2ccccc12	6	0	14	-1.5	14	-8	10	1
FC(F)(F)c1cccc(Cc2noc(CN3CCCC3)n2)c1	-9	7	-3	-0.7	18	7	-6	-1
O=C(NC1CCCCC1)c1cc([N+](=O)[O-])ccc1N1CCOCC1	-3	-1	22	-0.6	-9	5	5	2
COc1ccc(C(=O)NC(C)Cn2nc(C)cc2C)cc1OC1CCN(C(C)=O)CC1 (centres undefined)	-13	0	-7	-0.7	2	14	-4	-1
Cc1ccc(NC(=S)N(CCN(C)C)C(C)c2ccco2)cc1C (centres undefined)	15	-3	-4	1.0	16	-1	-19	-4
CCCCN(c1ccccc1)S(=O)(=O)c1cccc(C(=O)O)c1	-3	-7	18	-1.1	-10	13	2	0
CCOc1ccc(NC(=O)C2CCCN(C(=O)NCc3ccccc3)C2)cc1 (centres undefined)	16	-35	-1	-0.5	8	-42	8	-1
Cn1c(CNC(=O)CNC(=O)c2ccc(F)cc2)cc(=O)n(C)c1=O	6	17	-2	2.3	12	12	5	-2
Cc1ccc(C)c(N2CCN(C(=O)C3CCC3)CC2)c1	-5	4	8	1.3	30	6	-4	-4
O=C(Nc1ccc(S(=O)(=O)N2CCOCC2)cc1)c1ccc(CN2CCc3ccccc3C2)cc1	19	77*	14	4.9	32	30	16	-5
Cc1ccc(NC(=O)C2(N(CC(C)C)C(=O)Cn3nnnc3N)CCCCC2)cc1	10	-3	4	-2.2	-8	-15	-1	0
N#Cc1cccc(N=c2ssnc2Cl)c1	24	2	35	-0.1	23	-5	2	5
NC(=O)CS(=O)(=O)c1nc2ccccc2n1CC(=O)N1CCCCC1	-20	7	3	0.6	34	9	8	-1
COc1ccc(NC2=C(C(C)=O)C(c3ccc4c(c3)OCO4)C(C(C)=O)C(C)(O)C2)cc1 (centres undefined)	2	-13	22	0.5	0	6	14	-4
COc1ccc(NS(=O)(=O)c2cccc(-c3nnc(-c4ccccc4)o3)c2)cc1	26	3	36	-0.1	15	-8	19	4
O=C(NCC(c1ccco1)N1CCCC1)c1sc2ccccc2c1Cl (centres undefined)	19	-11	22	1.1	11	-10	8	-2
CNS(=O)(=O)c1cc(O)c2c(S(=O)(=O)NC)cccc2c1	28	-15	19	2.0	-8	-14	6	1
CCCCC(C(=O)NC1CCCC1)N(C(=O)c1snc(C(N)=O)c1N)c1ccc(OCC)cc1 (centres undefined)	9	6	8	4.0	17	14	19	-2
CCOc1ccc(-c2nnc(N(CC)C(=O)C3CCC3)s2)cc1	43*	-46	40	3.2	-25	-38	43*	0
COc1ccc(NS(=O)(=O)c2ccc3[nH]c(=O)[nH]c3c2)cc1	-1	7	-4	-1.0	-8	2	9	-3
CC(C)c1nc2sc3c(c2c(=O)n1N)CC(C)(C)OC3	6	13	2	2.6	-13	8	10	0
Cc1nc2ccc(NC(=O)COc3ccccc3C)cc2s1	-38	-8	1	1.0	-11	4	-17	4
Cc1cc(=O)c2c([nH]1)c(C)cc1[nH]c(C)c(C)c12	5	-2	17	1.2	-13	-9	5	-1
The list goes on:
SMILES	tim10-1 inh	Jurkat NFkB inh	tim23-1 inh	CHOP UPR activ	Mdm2 MdmX PPI	697 NFkB inh	TIM10 inh	UPR XBP1 act
COc1ccc(CCN2CC(C(=O)OCC(=O)NC(C)c3cccc(Cl)c3)CC2=O)cc1OC (centres undefined)	3	10	2	-1.2	-22	9	13	0
CC(C)(CC(=O)O)CC(=O)N1CCN(c2nc3cc(Cl)ccc3s2)CC1	1	-9	-3	0.0	-33	8	12	1
Cc1c(CC(=O)NCCC(=O)O)c(=O)oc2cc3occ(-c4ccccc4)c3cc12	0	11	5	2.8	17	7	4	1
Cc1oc2cc3oc(=O)c(CC(=O)O)c(C)c3cc2c1-c1ccccc1	7	12	18	-0.8	2	-2	13	-2
COc1ccc(C)cc1S(=O)(=O)N(C)CC(=O)N1CCCC1	7	-17	3	-0.4	10	1	4	-5
Cc1ccnc(NS(=O)(=O)c2ccc(NC(=O)COc3ccccc3)cc2)n1	-10	2	-6	-3.1	-25	6	0	4
COC(=O)c1[nH]c2cc(OC)c(OC)cc2c1NC(=O)c1cccc(OC)c1	11	-27	28	2.4	1	0	-2	3
Cc1nn2c(c1-c1ccc(Cl)cc1)N=C(c1ccco1)CC2c1ccccc1 (centres undefined)	42*	-7	38	-0.3	19	-8	39	1
O=C(COc1ccc(Br)cc1Cl)Nn1cnnc1	-3	3	4	0.5	-24	3	12	3
NCCc1ccc(O)c(O)c1	-8	-7	0	0.8	22	-2	-6	-7
COc1ccc(C(=O)N2CCCC(C(=O)N3CCN(c4ccccc4)CC3)C2)cc1 (centres undefined)	20	-32	19	1.8	32	9	22	-2
CCN(CC)C(=O)C1CC(=O)OC12CCCCC2 (centres undefined)	-4	4	-14	-0.1	13	6	3	1
NC(=S)NNC(=S)Nc1ccccc1	-6	11	6	-0.1	-15	4	-1	-4
Cc1ccc(S(=O)(=O)CCNC(=O)Cc2ccc(Cl)cc2)cc1	-8	-10	-3	-0.7	-5	10	0	-1
CCCCOC(=O)c1ccc(NC(=O)c2cc(Cl)ccc2OC)cc1	24	-7	31	-0.9	16	3	22	-3
COc1ccc(C(=O)N2CCCC(O)C2)cc1OC1CCN(C(C)C)CC1 (centres undefined)	-9	0	2	-0.9	-10	13	-4	0
CCOC(=O)n1c(SCC(=O)N(CC)CC)nc2ccccc21	7	-19	18	-0.6	-12	2	-14	0
Cc1cc(Cl)ccc1NC(=O)CCN1C(=O)C2CCCCC2C1=O (centres undefined)	-2	-1	-4	1.6	-21	7	-20	0
O=C(CC(=O)c1ccccc1[N+](=O)[O-])c1ccccc1	8	-10	19	1.7	2	-33	-4	0
CCOC(=O)C1=C(C)N=c2s/c(=C\c3ccc(OCC(=O)O)cc3)c(=O)n2C1c1ccccc1 (centres undefined)	29	3	22	-0.8	23	9	8	-6
Cc1cccc(NC(=O)CCN2C(=O)c3ccccc3C2=O)n1	20	-8	21	-0.8	4	15	-13	1
O=C(/C=N/O)Nc1ccccc1	-5	-4	-2	-2.7	6	-7	-19	-1
CCN=C1SC(CC(=O)Nc2sc(C)c(C)c2C(=O)OC)C(=O)N1CC (centres undefined)	0	-7	0	6.1	-2	5	-8	6
Cc1nn(-c2ccccc2)c(C)c1C(=O)OCC(=O)N1CC(=O)Nc2ccccc21	19	-3	13	3.5	-9	-2	5	2
CC1(C)C2([N+](=O)[O-])CN3CC1([N+](=O)[O-])CN(C2)C3c1ccc(O)c(O)c1 (centres undefined)	15	6	7	1.0	3	14	3	5

4 neighbouring records already listed, for reference:
SMILES	tim10-1 inh	Jurkat NFkB inh	tim23-1 inh	CHOP UPR activ	Mdm2 MdmX PPI	697 NFkB inh	TIM10 inh	UPR XBP1 act
O=C(/C=N/O)Nc1ccccc1	-5	-4	-2	-2.7	6	-7	-19	-1
CCN=C1SC(CC(=O)Nc2sc(C)c(C)c2C(=O)OC)C(=O)N1CC (centres undefined)	0	-7	0	6.1	-2	5	-8	6
Cc1nn(-c2ccccc2)c(C)c1C(=O)OCC(=O)N1CC(=O)Nc2ccccc21	19	-3	13	3.5	-9	-2	5	2
CC1(C)C2([N+](=O)[O-])CN3CC1([N+](=O)[O-])CN(C2)C3c1ccc(O)c(O)c1 (centres undefined)	15	6	7	1.0	3	14	3	5

Following part
SMILES	tim10-1 inh	Jurkat NFkB inh	tim23-1 inh	CHOP UPR activ	Mdm2 MdmX PPI	697 NFkB inh	TIM10 inh	UPR XBP1 act
Cc1ccc(C(=O)c2cc3c(cc2N)OCCO3)cc1	37	17	38	0.0	11	17	12	0
COc1ccccc1C(=O)Nc1ccc(OCC(=O)N2CCCCC2)cc1	0	-3	7	2.0	16	22	6	-3
CCOCCCNC(=O)/C(C#N)=C/c1ccccc1F	30	6	32	-1.1	16	6	24	-4
CN1CCC(N(C)C(=O)c2cc(S(=O)(=O)N3CCOCC3)ccc2Cl)CC1	7	38	5	2.6	30	15	5	-2
COc1ccc(-c2ccc(-c3nc4ccc(C)cn4c3NC3CCCCC3)cc2OC)cc1	35	-12	49	4.7	45	-42	35	2
CC(Oc1ccc(F)cc1)C(=O)Nc1cc(S(=O)(=O)N2CCOCC2)ccc1N1CCCC1 (centres undefined)	-17	-10	-8	0.0	7	4	3	-7
CCOC(=O)C1=C(C)NC(=S)N(C(C)=O)C1c1ccc(OC)c(OC)c1 (centres undefined)	-3	9	19	1.8	57*	10	10	-6
Cc1noc(NS(=O)(=O)c2ccc(N/C=C/C(=O)c3cccnc3)cc2)c1C	-20	-3	4	-1.3	10	-28	-6	-3
Nn1c(SCC(=O)Nc2ccc(S(N)(=O)=O)cc2)nnc1C(F)(F)F	-11	-3	3	-1.0	8	-6	4	-4
CCCCN(CC)CCCNC(=O)c1cn(CC)c2ccc(S(=O)(=O)N3CCc4ccccc4C3)cc2c1=O	-30	-1	8	-0.7	57*	0	-6	-2
COc1cccc(/C=N/n2c(SC)nnc2-c2ccccc2)c1O	10	9	25	0.8	31	13	3	2
CCC(O)C1CCN(C(=O)c2ccc(OC3CCN(Cc4ccccn4)CC3)cc2)CC1 (centres undefined)	-16	-8	2	-2.2	5	11	-7	-9
CO/N=C/c1ccc(Oc2ccc(C)cc2)c([N+](=O)[O-])c1	4	28	16	4.7	-2	11	5	-2
CCOC(=O)c1c(-c2ccc(C)cc2)csc1NC(=O)c1ccc(N2C(=O)CCC2=O)cc1	-5	-5	14	-0.6	-7	6	-10	-1
COCCSc1ccccc1C(=O)NCc1ccc2c(c1)OCO2	18	-15	16	-1.6	25	0	11	0
O=C(Nc1cccc(C(=O)Nc2ccc(F)cc2F)c1)c1ccccc1	-5	-35	7	1.7	18	-13	-1	1
CCOc1cc(S(=O)(=O)Nc2ccc(Cl)cn2)ccc1F	13	4	29	0.0	8	1	0	-3
CCCC(=O)NC(c1ccc(C)cc1)c1ccc2cccnc2c1O (centres undefined)	-8	52*	61*	16	81*	-10	-24	-2
CCCC(c1nnnn1CCOC)N1CCN(c2nc3ccccc3s2)CC1 (centres undefined)	28	-13	31	-2.1	-8	-7	1	0
COc1ccc(N2CCN(C(=O)C3CCN(S(=O)(=O)c4ccc(C)cc4)CC3)CC2)cc1	25	7	20	-0.9	-20	19	19	-3
O=C1CC(N2CCOCC2)C(=O)N1c1ccccc1Cl (centres undefined)	23	0	1	-0.1	1	-3	-5	1
COc1cc(C(=O)NCc2ccc(C)cc2)ccc1OCc1c(C)noc1C	7	-6	13	-1.2	10	15	-6	2
CC(C)(CSc1ncccn1)NS(=O)(=O)c1ccccc1	4	3	16	-0.7	-7	39*	6	-1
N/C(=N\c1nc2c(c(=O)[nH]1)CCC2)Nc1ccccc1	1	2	10	0.4	7	15	-6	-2
CC(C)CCNC(=O)NC(=O)CSc1ccc(S(=O)(=O)N2CCOCC2)cn1	15	1	20	0.5	23	3	10	0
Cc1ccccc1Oc1ccc(S(=O)(=O)NCCC(=O)O)cc1	11	8	-2	1.2	15	3	1	-3
Cc1nn(-c2ccc(C(=O)N3CCN(S(=O)(=O)c4ccccc4C(F)(F)F)CC3)cc2)c(C)c1Cl	11	13	14	2.5	25	-29	20	-4

Two compounds picked at random from those above, as already listed:
SMILES	tim10-1 inh	Jurkat NFkB inh	tim23-1 inh	CHOP UPR activ	Mdm2 MdmX PPI	697 NFkB inh	TIM10 inh	UPR XBP1 act
Cc1ccc(C)c(N2CCN(C(=O)C3CCC3)CC2)c1	-5	4	8	1.3	30	6	-4	-4
CCCC(=O)NC(c1ccc(C)cc1)c1ccc2cccnc2c1O (centres undefined)	-8	52*	61*	16	81*	-10	-24	-2
